ADAM10 inh: inhibitors of human ADAM10; O14672; recombinant ADAM10, EDANS/DABCYL FRET peptide cleavage, 3 h; inhibition, % at 7 µM; hit rate 0.62% among 370,000; AID 720582;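 active = inhibition above a per-campaign cutoff equal to the mean of compounds falling between control-based bounds plus 3 SD, cut at about 20% in these data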;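 note: 0% = DMSO wells while the 100% control is not disclosed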
Target sequence (O14672 214-748 limits assumed): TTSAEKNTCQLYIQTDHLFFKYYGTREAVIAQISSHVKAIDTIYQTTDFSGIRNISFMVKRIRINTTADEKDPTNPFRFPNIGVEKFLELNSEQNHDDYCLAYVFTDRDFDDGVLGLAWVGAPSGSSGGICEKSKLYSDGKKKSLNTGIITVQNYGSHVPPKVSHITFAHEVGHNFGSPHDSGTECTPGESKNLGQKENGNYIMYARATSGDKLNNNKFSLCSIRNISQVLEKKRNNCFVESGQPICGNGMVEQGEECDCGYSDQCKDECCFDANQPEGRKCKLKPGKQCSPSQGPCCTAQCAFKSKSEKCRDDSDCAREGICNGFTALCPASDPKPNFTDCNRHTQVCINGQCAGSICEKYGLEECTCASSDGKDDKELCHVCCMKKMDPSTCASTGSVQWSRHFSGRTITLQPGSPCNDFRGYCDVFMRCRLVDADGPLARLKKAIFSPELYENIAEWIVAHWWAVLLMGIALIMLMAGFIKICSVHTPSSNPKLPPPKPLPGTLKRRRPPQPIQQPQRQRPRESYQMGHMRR
DAX1 inh-1: inhibits human nuclear receptor DAX1; P51843; HEK293 Gal4-DAX1 luciferase reporter, luminescence; inhibition, % at 6.75 µM; hit rate 0.99% among 340,000; AID 504766;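 active = inhibition above the mean over all tested compounds plus 3 SD, cut at about 4.2% in these data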;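 note: 0% = DAX1-transfected cells with DMSO and 100% = empty-vector control cells with DMSO; inhibition shows as a rise in luminescence from relieved DAX1 repression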
Target sequence (P51843 207-470 limits assumed): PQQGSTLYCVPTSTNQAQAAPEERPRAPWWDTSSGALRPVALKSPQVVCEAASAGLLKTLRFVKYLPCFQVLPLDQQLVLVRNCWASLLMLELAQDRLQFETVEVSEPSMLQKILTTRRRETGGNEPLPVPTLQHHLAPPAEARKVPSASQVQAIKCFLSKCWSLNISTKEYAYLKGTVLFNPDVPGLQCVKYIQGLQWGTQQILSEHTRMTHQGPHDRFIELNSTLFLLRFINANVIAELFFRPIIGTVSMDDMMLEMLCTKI
DAX1 inh-2: blocks DAX1 repression of SF-1 activated StAR promoter; hit rate 1.1% among 370,000; HEK293T StAR-luciferase reporter, SF-1/DAX-1 repression relief; AID 652010; inhibition, % at 6.8 µM;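 active = inhibition above the mean over all tested compounds plus 3 SD, cut at about 3.6% in these data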;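 note: 0% = DAX-1 cells with DMSO and 100% = cells lacking DAX-1 with DMSO; higher inhibition means more luminescence from relief of DAX-1 repression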
ADAM17 inh: ADAM17 inhibition, QFRET primary screen; P78536; inhibition, % at 6.95 µM; hit rate 0.83% among 370,000; recombinant ADAM17, EDANS/DABCYL FRET peptide cleavage;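 active = inhibition above the mean of compounds lying between control limits plus 3 SD, set per campaign, cut at about 8.5% in these data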;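 note: 0% = DMSO-only wells as the low control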
hgDAF-12 ag: agonists of H. glycines DAF-12 nuclear receptor. HEK293 GAL4-hgDAF12 UAS-luciferase reporter, agonist luminescence; normalized to butyrate control. hit rate 1.8% among 370,000. AID 687014. activation, % at 6.8 µM;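 active = activation above a cutoff set at the mean of all screened compounds plus 3 SD, cut at about 10% in these data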;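 note: 0% = DMSO wells and 100% = sodium butyrate wells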
GC-A act: GC-A (human) enzyme activation; P16066; HEK293 GC-A cells, cGMP TR-FRET, EC30 ANP; 0% at EC30 ANP, 100% saturating ANP; activation, % at 10 µM; hit rate 0.14% among 370,000; AID 1671463; in the data active = activation above about 40%
hcDAF12 agonist: activators of H. contortus DAF-12 nuclear receptor; HEK293 hcDAF-12 lit1-tk-luc reporter, luminescence; 0% DMSO, 100% Δ7-dafachronic acid; AID 652067; activation, % at 6.8 µM; hit rate 1.4% among 370,000;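 active = activation above the mean of all tested compounds plus 3 SD, cut at about 5.5% in these data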;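 note: 100% = response to 3 µM Δ7-dafachronic acid high control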
SMARCA2 activ: SMARCA2 function activation, primary screen; MG213 cells, MMTV-luciferase reporter, dexamethasone, overnight; activation, % at 9.1 µM; hit rate 1% among 370,000; AID 652017; in the data active = activation above about 7.8%;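 note: 0% = vehicle wells and 100% = reference activator wells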
ssDAF-12 act: activators of S. stercoralis DAF-12 nuclear receptor | activation, % at 6.8 µM | HEK293 ssDAF-12/GRIP1 lit1-tk-luc reporter, luminescence; % of 3 µM dafachronic acid response | hit rate 1% among 370,000 | AID 652126;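 active = activation above the mean over all tested compounds plus 3 SD, cut at about 0.9% in these data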;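 note: 0% = DMSO-only wells and 100% = 3 µM delta7-dafachronic acid wells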
PG9 Ab binder: binds the HIV-1 gp120 antibody PG9 | TR-FRET gp120-PG9 antibody binding | inhibition, % at 6.7 µM | hit rate 0.43% among 360,000 | AID 624416; in the data active = inhibition above about 8.5%
FXN GAA850 act: activators of GAA850 frataxin (FXN) promoter | HEK293 lucGAA850 FXN promoter luciferase reporter, 24 h; percent of 10 µM SAHA response | hit rate 0.56% among 360,000 | activation, % at 6 µM | AID 540364;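 active = activation above the average of all compounds screened plus 3 SD, cutoff fixed separately per campaign, cut at about 7.5% in these data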;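 note: 0% = DMSO wells and 100% = 10 µM SAHA wells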
* hit, by the source's call; . = no result given.

SMILES | ADAM10 inh | DAX1 inh-1 | DAX1 inh-2 | ADAM17 inh | hgDAF-12 ag | GC-A act | hcDAF12 agonist | SMARCA2 activ | ssDAF-12 act | PG9 Ab binder | FXN GAA850 act
CN1CCN(C2CN(Cc3cn(Cc4cccc(C(F)(F)F)c4)nn3)S(=O)(=O)C2)CC1 (stereo not given) | 1 | . | 1.5 | -3 | 2.6 | 1 | 0.0 | -1 | -1.4 | 1.4 | .
CN1CCN(C2CCN(Cc3ccc(O)c4ncccc34)CC2)CC1 | 4 | 0.9 | -0.6 | 1 | -4.1 | -3 | -2.1 | 1 | -1.7 | -1.2 | 0.6
CNC(=O)c1ccsc1NC(=O)C1CCN(S(=O)(=O)c2cccs2)CC1 | -1 | -2.2 | -1.5 | -1 | 0.4 | -5 | -2.8 | -2 | -1.5 | 0.1 | 0.5
COc1ccc(CCNC(=O)C2CC(=O)N(c3ccc(C)cc3)C2)cc1OC (stereo not given) | 4 | -0.1 | 0.1 | 0 | -3.0 | 0 | 0.4 | -3 | -0.9 | -0.6 | 0.6
COC(=O)C[C@H]1CC[C@@H]2[C@H](COc3ccc(NC(=O)c4ccccc4OC)cc3C(=O)N2C)O1 | 2 | . | -0.3 | 1 | 15* | 1 | -2.1 | -1 | 0.2 | . | .
CN(Cc1ccncc1)C(=O)[C@@H]1CCCN1C(=O)[C@@H]1CCCN1 | -9 | . | 0.8 | -1 | 5.0 | -3 | 0.2 | -6 | -0.2 | 0.5 | .
CCOC(=O)C(C)Oc1ncnc2cccc(F)c12 (stereo not given) | -3 | 1.1 | -0.2 | 0 | -0.6 | 1 | 4.5 | 2 | -1.9 | -1.2 | 0.1
CCOC(=O)c1c(S(=O)(=O)NCC(=O)Nc2ccccc2)c(C)n(C)c1C | 4 | 3.0 | 1.2 | -2 | 1.0 | -1 | -0.1 | 0 | -0.9 | -1.6 | 3.4
COc1ccc(OC)c(NC(=O)COC(=O)/C=C/c2ccc(Cl)cc2)c1 | -5 | 1.9 | -0.7 | -5 | -1.0 | 1 | -3.1 | -1 | -1.9 | -2.0 | -1.2
Cc1cccc(N=N/C(=C\O)C(=O)c2cccs2)c1 | 6 | 1.3 | -0.3 | -1 | 1.7 | 1 | -0.7 | 0 | -0.9 | -3.0 | 1.9
Cc1cc2ccccc2c(=O)n1CC(=O)NCC1COc2ccccc2O1 (stereo not given) | -28 | -0.4 | 0.5 | -6 | -0.3 | -1 | -1.4 | 4 | -1.4 | -2.0 | 1.9
COc1ccccc1CNC(=O)CCCn1nc(C)c2c(C)n(-c3ccc(C)cc3)nc2c1=O | 3 | -2.1 | -1.9 | -4 | -1.1 | -4 | -0.3 | -2 | -1.5 | -1.0 | -0.4
COc1ccc(CNC(=O)CC2C[C@H](C(=O)N3CCCCC3)[C@@]3(C)c4[nH]c5ccccc5c4CCN3C2=O)cc1OC (stereo not given in full) | -11 | -0.5 | -0.3 | -6 | 1.7 | -6 | -1.2 | -3 | -1.1 | 0.4 | -2.5
CC(CNC(=O)CN1C(=O)COc2ccc(S(=O)(=O)N3CCCCC3)cc21)c1ccccc1 (stereo not given) | -9 | -0.8 | -0.3 | 0 | -5.2 | -6 | -0.8 | -3 | -0.8 | -0.5 | 0.4
CCN1CCN(C(=O)c2ccc(Cl)c(S(=O)(=O)N3CCCCC3)c2)CC1 | -2 | 1.2 | 1.0 | 3 | 0.7 | 5 | -3.6 | -2 | -1.0 | -2.6 | 0.2
COc1ccccc1C(=O)NC(=O)COC(=O)Cc1ccc(F)cc1 | -17 | -0.4 | -2.1 | -2 | -2.4 | -2 | -0.4 | -2 | -1.1 | -0.7 | -0.2
CCN(CC)CCNC(=O)C1(O)c2cc(Br)ccc2NC(=O)N1c1ccccc1 (stereo not given) | 7 | -1.7 | 0.2 | -3 | -1.0 | -1 | -1.1 | 2 | -1.0 | -2.4 | 1.7
Cc1occc1-c1nnc(SCC(=O)Nc2ccccc2N2CCCCC2)n1C | 3 | -0.2 | -1.0 | -1 | -4.2 | -14 | -2.9 | 0 | -0.5 | -0.7 | 2.2
O=C(CN1C(=O)C(=O)N(Cc2ccco2)C1=O)c1c[nH]c2ccccc12 | 6 | 1.8 | 0.8 | -1 | 0.7 | 3 | 3.0 | 6 | -0.7 | 0.7 | -0.3
COc1ccccc1Nc1nc(Cl)nc(Nc2ccccc2OC)n1 | 3 | 1.5 | -0.3 | 0 | -2.4 | 31 | -0.8 | -1 | -0.3 | -1.8 | 1.8
CC(C)CN(C(=O)c1cc(Cl)nc2ccccc12)c1c(N)n(Cc2ccccc2)c(=O)[nH]c1=O | -9 | 1.2 | -0.2 | -3 | 1.1 | 0 | -0.8 | 1 | -0.8 | 0.3 | 0.9
C=CCNC(=S)N/N=C(\C)c1cccc(OC)c1 | 3 | 0.9 | -0.1 | 1 | 2.7 | 3 | -2.4 | 0 | -1.5 | -1.8 | -1.2
CN(C)CCCNc1ncnc2oc(-c3ccccc3)c(-c3ccccc3)c12 | -211 | -0.1 | 0.1 | -56 | 3.5 | -46 | -1.1 | -1 | -1.3 | -1.7 | -2.3
COc1ccc(CCC(=O)N2CCCC(Nc3ccc(OC)cc3)C2)cc1 (stereo not given) | -5 | -0.1 | -2.9 | 0 | 2.2 | 0 | 0.6 | -2 | -1.4 | -2.2 | -2.0
Clc1ccc(-c2nnc(Sc3nc4ccccc4o3)c3ccccc23)cc1 | -6 | -1.2 | -0.4 | -2 | 3.1 | -3 | 0.0 | -1 | -1.5 | -1.4 | -1.1

Only ADAM17 inh and PG9 Ab binder (three entries from above):
| compound | ADAM17 inh | PG9 Ab binder |
| --- | --- | --- |
| CCOC(=O)c1c(S(=O)(=O)NCC(=O)Nc2ccccc2)c(C)n(C)c1C | -2 | -1.6 |
| COc1ccc(OC)c(NC(=O)COC(=O)/C=C/c2ccc(Cl)cc2)c1 | -5 | -2.0 |
| CN(C)CCCNc1ncnc2oc(-c3ccccc3)c(-c3ccccc3)c12 | -56 | -1.7 |

(more compounds)
SMILES | ADAM10 inh | DAX1 inh-1 | DAX1 inh-2 | ADAM17 inh | hgDAF-12 ag | GC-A act | hcDAF12 agonist | SMARCA2 activ | ssDAF-12 act | PG9 Ab binder | FXN GAA850 act
O=S1(=O)CC(N2CCN(CCO)CC2)CN1Cc1cn(Cc2cccc(C(F)(F)F)c2)nn1 (stereo not given) | 7 | . | -0.2 | 0 | 0.8 | 0 | 0.2 | -3 | -1.1 | 0.8 | .
CCC(=O)c1ccc(OC(=O)c2cccs2)cc1 | -18 | -0.9 | -0.1 | 2 | 1.1 | 1 | -1.2 | -2 | -0.8 | 0.7 | 1.2
CCN(CC)CCOc1ccc2nc(N(C)C)sc2c1 | 11 | -0.1 | 1.0 | 3 | -0.2 | 0 | 0.0 | 1 | 0.1 | -2.5 | 2.2
CC(=O)Nc1cc(C(=O)CSc2nnc(C3CC3)n2C2CC2)ccc1O | -1 | -0.2 | -1.7 | -1 | 2.4 | -3 | 1.0 | -1 | -0.6 | 0.5 | 1.7
CCOC(=O)N1CCN(S(=O)(=O)c2ccc(OC)cc2)CC1 | 1 | -1.3 | 0.6 | -6 | -0.4 | -1 | 0.9 | 2 | -1.0 | -3.3 | 2.6
Cc1cc(C)c(S(=O)(=O)Nc2nnc(CC(C)C)s2)c(C)c1 | -5 | 4.4* | -0.1 | -5 | 1.5 | 2 | -2.2 | 0 | -1.0 | 2.4 | -0.9
CN(C)/C=C/C(=O)c1ccc2noc(-c3cccc(F)c3)c2c1 | -10 | 0.4 | 0.7 | -3 | 4.3 | -5 | -0.2 | 1 | -1.0 | -3.1 | -0.5
COc1ccccc1NS(=O)(=O)c1ccc(C(=O)NCCCN2CCCC2=O)cc1 | -7 | -1.2 | -1.9 | 1 | -1.4 | -1 | 0.8 | 0 | -1.1 | 0.4 | 0.0
O=C1[C@@H](CCc2ccccc2)[C@@H]2c3ccccc3C=NN2[C@@H]2c3ccccc3C=NN12 | 1 | . | -0.1 | -1 | 3.0 | -9 | 1.8 | -2 | -0.8 | . | .
COC(=O)C1CCCCN1C(=O)c1cc(COc2cccc3cccnc23)on1 (stereo not given) | -19 | -0.6 | -0.6 | -9 | 0.1 | 1 | -0.2 | 1 | -1.7 | -2.5 | 2.4
CN(C)CCCN(C(=O)COc1ccc(Cl)cc1)c1nc2cc3c(cc2s1)OCO3 | -9 | 0.4 | 2.9 | -6 | 2.4 | 4 | 0.4 | 0 | -1.3 | -0.9 | 0.3
O=C(NCc1nnc(SCC(=O)N2CCCCC2)o1)c1c(F)cccc1Cl | 9 | -0.3 | 0.8 | -4 | 0.5 | 8 | 0.3 | -3 | -0.5 | -1.2 | 0.0
CC(C(=O)N1CCCCCC1)c1ccc([N+](=O)[O-])cc1 (stereo not given) | -4 | -1.1 | 0.6 | -2 | 1.5 | 2 | 0.6 | -2 | -1.1 | -1.5 | 2.3
COc1ccc(C(=O)NC2CCN(C(=S)Nc3cccc(C)c3C)CC2)cc1 | -2 | -0.9 | 0.0 | -2 | -0.7 | -2 | -1.8 | -2 | -0.8 | -0.5 | -1.1
O=C(Nc1nnc(/N=C/c2ccco2)s1)c1ccc(F)cc1 | -6 | 0.5 | 0.8 | -3 | 4.0 | 1 | -1.5 | 2 | -0.5 | -0.9 | 3.2
CN(C)C(=O)COC(=O)c1cccnc1Nc1ccccc1F | 1 | -0.1 | 0.7 | -2 | -4.5 | 4 | 0.8 | -3 | -1.3 | -0.1 | 1.7
Cc1ccccc1C(=O)N1CCC(C(=O)Nc2ccc(C)c(S(=O)(=O)N3CCCCC3)c2)CC1 | 0 | -1.8 | -5.0 | 0 | -4.2 | 0 | -3.2 | -5 | -0.8 | -1.3 | -2.1
Cc1ccccc1-n1c(C)cc(/C=C2\NC(=O)NC2=O)c1C | -77 | 1.2 | 1.5 | -17 | 5.8 | -9 | 2.2 | 3 | -0.3 | -2.5 | 3.3
Cc1cc(O)cc(O)c1C(=O)Cc1cnn(-c2ccccc2)c1 | 5 | -0.4 | -0.4 | 2 | -1.4 | . | -1.8 | 3 | -0.7 | 0.2 | -0.8
Cc1occc1C(=O)Nc1c(F)c(F)c(F)c(F)c1F | -11 | 0.9 | -1.0 | 3 | -3.7 | 0 | -1.6 | -6 | -1.1 | -0.3 | 1.8
CC(C)(C)NC(=O)C[C@H]1C[C@H](C(=O)N2CCCCC2)[C@@]2(C)c3[nH]c4ccc(Cl)cc4c3CCN2C1=O | -10 | -0.5 | -0.1 | -6 | -0.8 | -4 | -0.7 | -2 | -0.8 | 1.7 | -3.7
O=C1CN(C(=O)C2CCCC2)CCN1 | -9 | -0.3 | 0.3 | -3 | -1.1 | 1 | 1.7 | -2 | -0.9 | -2.9 | 0.2
Cn1c(CC(=O)Nc2ccccc2)n[nH]c1=S | 2 | -0.2 | -0.1 | -4 | 2.7 | 2 | -1.4 | -2 | -1.1 | 1.3 | -1.6
COc1ccc(C(=O)Nc2ccccc2C(=O)N2CCOCC2)cc1OC | 21* | -0.2 | 0.0 | 2 | 1.6 | -2 | 0.7 | -1 | -0.2 | -3.9 | 0.7

Source: PubChem BioAssay
